HDAC3 inhib – blocks human histone deacetylase 3 | recombinant HDAC3, fluorogenic peptide/trypsin coupled, fluorescence | 0.15% of 320,000 active | inhibition, % at 8.3 µM | AID 2718 | O15379; in the data active means inhibition above about 26%, passing the limit was not always enough
Target sequence (O15379 whole entry, looked up): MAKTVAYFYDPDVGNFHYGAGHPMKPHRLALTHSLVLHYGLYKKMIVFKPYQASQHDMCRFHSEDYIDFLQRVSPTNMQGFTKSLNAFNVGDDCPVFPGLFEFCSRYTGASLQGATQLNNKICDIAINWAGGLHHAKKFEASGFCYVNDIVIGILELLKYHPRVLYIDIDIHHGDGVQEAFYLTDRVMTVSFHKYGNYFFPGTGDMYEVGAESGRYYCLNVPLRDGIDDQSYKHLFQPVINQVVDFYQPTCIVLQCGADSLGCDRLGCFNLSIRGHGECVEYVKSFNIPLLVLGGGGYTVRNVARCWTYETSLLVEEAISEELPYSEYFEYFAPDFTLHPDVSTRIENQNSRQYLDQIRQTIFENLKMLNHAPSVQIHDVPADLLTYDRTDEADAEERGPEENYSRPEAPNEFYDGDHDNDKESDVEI
HSF1 activator – increases HSF-1 driven luciferase reporter signal. NIH3T3-HGL HSF-1 luciferase reporter, MG132, 8 h; 100% = twice DMSO control signal. activation, % at 9 µM. 1.7% of 300,000 active;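 active means mean replicate activation of at least 50% with a set share of replicates each reaching 50%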;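 further: 0% = median of the neutral control wells and 100% = twice that signal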
IEC-6 tox – IEC-6 cytotoxicity, counter-screen for KLF5 inhibitors. luminescence viability. inhibition, % at 5 µM. 0.78% of 290,000 active. AID 1825; in the data active means inhibition above about 22%;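 further: 0% = plate median of test compound wells and 100% = cytotoxic reference compound wells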
Platelet DG rel – modulates dense granule release in human platelets; human platelet-rich plasma, SFLLRN dense granule ATP release, luminescence; inhibition, %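 (compounds screened at 7.5 µM in platelet-rich plasma)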; 0.22% of 300,000 active; AID 1663;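 active means mean replicate score, as percent of positive control, at or above 50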
aSyn UTR inh – MLPCN primary screen, SNCA 5' untranslated region | alpha-synuclein 5'UTR reporter, inhibitor activity | inhibition, % (tested at 7.5 µM) | 0.82% of 300,000 active; in the data active means inhibition above about 60%;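 further: H4 neuroglioblastoma cells stably carrying SNCA 5'UTR luciferase fusion; 0% = DMSO wells and 100% = positive control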
HSP90 refold inh – blocks HSP90-mediated luciferase refolding in reticulocyte lysate; 0.91% of 290,000 active; AID 1789; Rabbit reticulocyte lysate, luciferase refolding luminescence, 3 h; inhibition, % at 5.6 µM;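 active means inhibition above the screen-wide mean plus 3 SD, computed separately per campaign, cut at about 16% in these data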;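 further: 0% = DMSO wells and 100% = 60 µM geldanamycin wells; inhibitors lower the luminescence because luciferase stays unfolded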
KLF5 inh – suppresses KLF5 promoter-driven expression; AID 1700; 0.23% of 290,000 active; DLD-1 KLF5 promoter-luciferase reporter, luminescence; inhibition, % at 5 µM;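 active means inhibition above a per-plate limit of that plate's mean compound inhibition plus 3 SD, cut at about 60% in these data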;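 further: 0% = DMSO wells and 100% = LY294002 at 200 µM; higher means less KLF5 promoter-driven luciferase light; inactives centre near -14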
HSF1 inh – HSF1 inhibition; NIH3T3-HGL HSE-luciferase, MG132-induced, luminescence 8 h; hits give low values; activity change, negative = inhibition, % at 7.5 µM (by protocol); 0.77% of 300,000 active;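 active means more than half of replicate wells show activity change below -50%, luminescence cut by over half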;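 further: luciferase reports HSF-1 transcriptional activity via heat shock element; 0% = median of DMSO wells and -100% = zero luminescence signal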
AI-2 QS mod – modulators of Vibrio harveyi AI-2 quorum sensing system. Vibrio harveyi JMH597 AI-2 luminescence/OD600 ratio, 9 h; hits give low values; strain lacks LuxN and CqsS sensors; 0 = neutral-control median. activity change, % at 7.5 µM. 0.4% of 300,000 active; in the data active means activity change below about -75%, passing the limit was not always enough;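 further: luminescence divided by OD600 gain over 9 h not by final OD600 alone; inactives centre near 13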
HIF activator – HIF pathway transcriptional activation. activation, % at 7.5 µM (by protocol). AID 1910. 0.32% of 300,000 active. U2OS HRE-luciferase reporter, luminescence; normalized: DMSO 0%, desferrioxamine 100%;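 active means mean activation of at least 10% of the iron chelator positive control signal, with at least half of replicates also reaching 10%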
The depositor's hits bear a star. Compounds as they come; overall some 5% were active at least once.

`Cn1cnnc1SCCn1c(N2CCCCC2)nc2c1c(=O)[nH]c(=O)n2C` gave HDAC3 inhib -1, HSF1 activator -6, IEC-6 tox -2, Platelet DG rel 0, aSyn UTR inh 4, HSP90 refold inh 4, KLF5 inh -15, HSF1 inh 5, AI-2 QS mod 17 and HIF activator -1.0.
`O=[N+]([O-])c1ccc(COc2ccc(CNc3ccccc3)cc2)cc1` gave HDAC3 inhib 1, HSF1 activator 28, IEC-6 tox 7, Platelet DG rel 8, aSyn UTR inh -32, HSP90 refold inh 0, KLF5 inh -1, HSF1 inh 10, AI-2 QS mod 23 and HIF activator 2.3.
`O=C(C1CCCN(S(=O)(=O)c2ccc(Cl)cc2)C1)N(Cc1cccs1)C1CC1` (stereo unspecified) gave HDAC3 inhib -3, HSF1 activator -73, IEC-6 tox 3, Platelet DG rel 3, aSyn UTR inh -2, HSP90 refold inh 0, KLF5 inh 4, HSF1 inh -65*, AI-2 QS mod -1 and HIF activator -24.
COc1ccc(C2CC(Cn3cc(C#N)c(=O)n(C)c3=O)ON2C)cc1 (stereo unspecified) was read as HDAC3 inhib -1, HSF1 activator -1, IEC-6 tox -7, Platelet DG rel -6, aSyn UTR inh -1, HSP90 refold inh -3, KLF5 inh -16, HSF1 inh -3, AI-2 QS mod 14 and HIF activator -0.1.
Screening O=C1c2cccc3cccc(c23)C(=O)C1(O)O returned HDAC3 inhib 5, HSF1 activator 20, Platelet DG rel -3, aSyn UTR inh 7, HSF1 inh 14, AI-2 QS mod 13 and HIF activator 0.6.
`Cc1ccc(/C=N/NC(=O)c2nnn(-c3nonc3N)c2CN(C)c2ccccc2)s1` gave HDAC3 inhib 1, HSF1 activator 15, IEC-6 tox 4, Platelet DG rel -1, aSyn UTR inh 4, HSP90 refold inh 1, KLF5 inh -23, HSF1 inh 2, AI-2 QS mod 32 and HIF activator -0.5.
`O=C(NCC1COc2ccccc2O1)c1ccc(Cl)cc1` (stereo unspecified) gave HDAC3 inhib -5, HSF1 activator 62*, IEC-6 tox 6, Platelet DG rel 15, aSyn UTR inh -93, HSP90 refold inh 2, KLF5 inh -106, HSF1 inh 31, AI-2 QS mod -5 and HIF activator 3.5.
Nc1c(C(O)(C(F)(F)F)C(F)(F)F)ccc2ccccc12 was read as HSF1 activator -15, IEC-6 tox -5, Platelet DG rel 4, aSyn UTR inh 16, HSP90 refold inh -2, KLF5 inh -32, HSF1 inh 4, AI-2 QS mod 43 and HIF activator -0.4.
`CC(Oc1ccc2c3c(c(=O)oc2c1)CCCC3)C(=O)NC1CC(C)(C)NC(C)(C)C1` (stereo unspecified) gave HDAC3 inhib -23, HSF1 activator 11, IEC-6 tox 6, Platelet DG rel -2, aSyn UTR inh 7, HSP90 refold inh -3, KLF5 inh -45, HSF1 inh 1, AI-2 QS mod 12 and HIF activator 1.6.
For COc1ccc(C(=O)Nc2ccccc2C(=O)NCC2CCCO2)cc1 (stereo unspecified) the results were HDAC3 inhib 3, HSF1 activator 0, IEC-6 tox 1, Platelet DG rel -1, aSyn UTR inh -5, HSP90 refold inh 2, KLF5 inh -29, HSF1 inh -3, AI-2 QS mod 18 and HIF activator -0.3.

The list goes on; it opens with the two that closed the last part.
`CC(Oc1ccc2c3c(c(=O)oc2c1)CCCC3)C(=O)NC1CC(C)(C)NC(C)(C)C1` (stereo unspecified) gave HDAC3 inhib -23, HSF1 activator 11, IEC-6 tox 6, Platelet DG rel -2, aSyn UTR inh 7, HSP90 refold inh -3, KLF5 inh -45, HSF1 inh 1, AI-2 QS mod 12 and HIF activator 1.6.
For COc1ccc(C(=O)Nc2ccccc2C(=O)NCC2CCCO2)cc1 (stereo unspecified) the results were HDAC3 inhib 3, HSF1 activator 0, IEC-6 tox 1, Platelet DG rel -1, aSyn UTR inh -5, HSP90 refold inh 2, KLF5 inh -29, HSF1 inh -3, AI-2 QS mod 18 and HIF activator -0.3.
O=C(c1cccnc1)N1CCN(S(=O)(=O)c2ccc3ccccc3c2)CC1 was read as HDAC3 inhib 2, HSF1 activator -5, IEC-6 tox 0, Platelet DG rel -1, aSyn UTR inh -4, HSP90 refold inh -2, KLF5 inh -37, HSF1 inh -7, AI-2 QS mod 17 and HIF activator 0.5.
For CCN(Cc1ccc(O)cc1)CC1CCCN(CCc2cccc(F)c2)C1 (stereo unspecified) the results were HDAC3 inhib 1, HSF1 activator -5, IEC-6 tox 7, Platelet DG rel -1, aSyn UTR inh -13, HSP90 refold inh -4, KLF5 inh -40, HSF1 inh 8, AI-2 QS mod 14 and HIF activator -13.
S=C1N[C@H]2CCCC[C@@H]2N1 was read as HDAC3 inhib 4, HSF1 activator 10, IEC-6 tox -2, Platelet DG rel -7, aSyn UTR inh 2, HSP90 refold inh -1, KLF5 inh -24, HSF1 inh 8, AI-2 QS mod 2 and HIF activator 0.5.
Screening NC(=O)CN(c1ccc([N+](=O)[O-])cc1)S(=O)(=O)c1ccccc1 returned HDAC3 inhib 2, HSF1 activator -4, IEC-6 tox 5, Platelet DG rel 4, aSyn UTR inh 17, HSP90 refold inh -1, KLF5 inh 8, HSF1 inh 2, AI-2 QS mod 3 and HIF activator 0.1.
`C=CCN1C(=O)c2ccccc2NC1c1cc(Br)cs1` (stereo unspecified) gave HDAC3 inhib -6, HSF1 activator 11, IEC-6 tox -2, Platelet DG rel -1, aSyn UTR inh 0, HSP90 refold inh -4, KLF5 inh 0, HSF1 inh 6 and HIF activator 0.3.
COc1ccc(N2CCN(C(=O)CCC(=O)NNc3nc4ccccc4c4nc(C)nn34)CC2)cc1 was read as HDAC3 inhib 1, HSF1 activator 10, IEC-6 tox -4, Platelet DG rel -1, aSyn UTR inh -10, HSP90 refold inh 4, KLF5 inh -1, HSF1 inh 7, AI-2 QS mod 5 and HIF activator -0.6.
`O=C(C(Cc1ccccc1)n1cccc1)N1CCCCCC1` (stereo unspecified) gave HDAC3 inhib -3, HSF1 activator -10, IEC-6 tox 3, Platelet DG rel 2, aSyn UTR inh 10, HSP90 refold inh 4, KLF5 inh 14, HSF1 inh -5, AI-2 QS mod 19 and HIF activator -0.4.
`CCOC(=O)CSc1nc2ccccc2n1CC(=O)N1CCN(c2ccccc2)CC1` gave HDAC3 inhib 2, IEC-6 tox -1, HSP90 refold inh 2 and KLF5 inh -28.
`COc1ccc(/C=C2\SC(=S)N(CC(=O)OCC(=O)Nc3ccc(C)cc3Cl)C2=O)cc1` gave HDAC3 inhib 13, HSF1 activator 3, IEC-6 tox 0, Platelet DG rel -7, aSyn UTR inh -16, HSP90 refold inh -3, KLF5 inh -34, HSF1 inh -6, AI-2 QS mod 14 and HIF activator -18.
`COc1ccc(Cc2nnc(N)s2)cc1` gave HDAC3 inhib -3, HSF1 activator 3, IEC-6 tox 0, Platelet DG rel -1, aSyn UTR inh -3, HSP90 refold inh 0, KLF5 inh -9, HSF1 inh 8, AI-2 QS mod 10 and HIF activator -0.2.
`O=C(NCC1CCCO1)c1ccc2c(=O)n(-c3ccccc3)c(=S)[nH]c2c1` (stereo unspecified) gave HDAC3 inhib 3, HSF1 activator 3, IEC-6 tox -9, Platelet DG rel 3, aSyn UTR inh 25, HSP90 refold inh -5, KLF5 inh 3, HSF1 inh -6, AI-2 QS mod 12 and HIF activator -0.4.
`N#Cc1cccnc1N1CCN(C(=O)c2cccs2)CC1` gave HDAC3 inhib -5, HSF1 activator 5, IEC-6 tox 2, Platelet DG rel -8, aSyn UTR inh -14, HSP90 refold inh -1, KLF5 inh -10, HSF1 inh -5, AI-2 QS mod 14 and HIF activator 0.8.
Screening Cc1n[nH]c(C)c1CCNCc1ccc(OCC(O)CN2CCCCC2)cc1 (stereo unspecified) returned HDAC3 inhib 4, HSF1 activator -6, IEC-6 tox 4, Platelet DG rel 1, aSyn UTR inh 15, HSP90 refold inh 0, KLF5 inh 3, HSF1 inh -4, AI-2 QS mod 27 and HIF activator -0.9.
For CCOc1ccccc1CNC(=O)C(C)n1nc(C)c2c(C)n(-c3ccccc3)nc2c1=O (stereo unspecified) the results were HDAC3 inhib 1, HSF1 activator 4, IEC-6 tox 1, Platelet DG rel -7, aSyn UTR inh -1, HSP90 refold inh 3, KLF5 inh -8, HSF1 inh 0, AI-2 QS mod 14 and HIF activator 0.0.
Screening COCCN1C(=O)N(c2cccc(C)c2)C(=O)C1CC(=O)Nc1ccc(OC)cc1 (stereo unspecified) returned HDAC3 inhib -3, HSF1 activator 6, IEC-6 tox 0, Platelet DG rel 9, aSyn UTR inh 10, HSP90 refold inh -1, KLF5 inh -28, HSF1 inh -2, AI-2 QS mod 6 and HIF activator -0.1.
Cc1ccccc1NCC(=O)N/N=C\C=C\c1cccc([N+](=O)[O-])c1 was read as HDAC3 inhib 7, HSF1 activator 9, IEC-6 tox 1, Platelet DG rel 3, aSyn UTR inh 22, HSP90 refold inh 4, KLF5 inh -8, HSF1 inh 5, AI-2 QS mod 1 and HIF activator -0.1.
`O=C(Nc1ccccc1)N1CCN(c2nc3ccccc3s2)CC1` gave HDAC3 inhib -4, HSF1 activator 8, IEC-6 tox 6, Platelet DG rel -12, aSyn UTR inh -45, HSP90 refold inh 6, KLF5 inh 0, HSF1 inh 5, AI-2 QS mod 7 and HIF activator 0.9.
`N#Cc1nc(N2CCCC2)nc(N2CCCC2)n1` gave HDAC3 inhib 2, HSF1 activator -25, IEC-6 tox 0, Platelet DG rel -3, aSyn UTR inh 1, HSP90 refold inh 3, KLF5 inh 4, HSF1 inh -7, AI-2 QS mod -1 and HIF activator 0.2.
Screening CC(C)(C)NC(=O)c1cc(-c2ccccc2)n[nH]1 returned HDAC3 inhib -8, HSF1 activator 7, IEC-6 tox -2, Platelet DG rel 5, aSyn UTR inh 3, HSP90 refold inh 0, KLF5 inh 3, HSF1 inh 10, AI-2 QS mod 18 and HIF activator 0.1.
`CC1=NNC(=O)C1C(c1ccccc1)C(C#N)C#N` (stereo unspecified) gave HDAC3 inhib 7, HSF1 activator 3, IEC-6 tox -4, Platelet DG rel 1, aSyn UTR inh 8, HSP90 refold inh -3, KLF5 inh -33, HSF1 inh 3, AI-2 QS mod 24 and HIF activator -0.1.
`COc1ccccc1CNC(=S)Nc1ccc(F)cc1` gave HDAC3 inhib 3, HSF1 activator 0, IEC-6 tox 0, Platelet DG rel 3, aSyn UTR inh 12, HSP90 refold inh 7, KLF5 inh -30, HSF1 inh -3, AI-2 QS mod 17 and HIF activator -0.2.
COc1ccc(CC2=CC(=O)c3ccccc3C2=O)cc1 was read as HDAC3 inhib 10, HSF1 activator 32, IEC-6 tox -1, Platelet DG rel 17, aSyn UTR inh -24, HSP90 refold inh 11, KLF5 inh -55, HSF1 inh 19, AI-2 QS mod 1 and HIF activator 5.9.
Cc1ccc(C(=O)NNC(=O)OC(C)(C)C)c(Cl)c1 was read as HDAC3 inhib -1, HSF1 activator 6, IEC-6 tox 1, Platelet DG rel 2, aSyn UTR inh -52, HSP90 refold inh 6, KLF5 inh -82, HSF1 inh -3, AI-2 QS mod -6 and HIF activator 0.8.
`CCn1cc(/C=N/NC(=O)COc2cccc3cccnc23)c2ccccc21` gave HDAC3 inhib 2, HSF1 activator -13, IEC-6 tox 7, Platelet DG rel 1, aSyn UTR inh -60, HSP90 refold inh 3, KLF5 inh -6, HSF1 inh 4, AI-2 QS mod 19 and HIF activator 1.1.
For CC(=O)c1ccccc1OC(=O)CCN1C(=O)c2ccccc2C1=O the results were HDAC3 inhib 3, HSF1 activator 7, IEC-6 tox 1, Platelet DG rel 5, aSyn UTR inh -11, HSP90 refold inh -4, KLF5 inh -10, HSF1 inh 7, AI-2 QS mod 12 and HIF activator -0.4.
